Source: PubChem (NCI)
All columns: NCI-60 one-dose screen, growth in % after 48 h at 10 µM unless noted; 100 = growth as untreated, 0 = no growth, -100 = all killed.
SN12C = SN12C renal cancer cells; 81,000 compounds, 3.8% hits; AID 1794767
IGROV1 = IGROV1 ovarian cancer | 79,000 compounds, 4.7% hits | AID 1794786
OVCAR-4 = OVCAR-4 ovarian cancer cells. 80,000 compounds, 3.7% hits
OVCAR-3 = OVCAR-3 ovarian cancer. 79,000 compounds, 7% hits. AID 1794787
NCI-H226 = NCI-H226 lung cancer. 79,000 compounds, 3.5% hits
OVCAR-5 = OVCAR-5 ovarian cancer; 82,000 compounds, 2.9% hits
NCI-H23 = NCI-H23 lung cancer | 80,000 compounds, 4% hits
SK-OV-3 = SK-OV-3 ovarian cancer cells; 80,000 compounds, 3.2% hits; AID 1794785
NCI/ADR-RES = NCI/ADR-RES ovarian cells; AID 1794790; 81,000 compounds, 4.4% hits
Starred values were filed as active, the others as inactive; . = not tested or not shown; & = joins results of further samples; [ ] = dose if it differs, or a comment. The calls were made as follows: active = growth percent below 10; inactive = the rest. Rows were taken by chance; any-hit rate near 9.4%.

Preview (5 entries):
SMILES	SN12C	IGROV1	OVCAR-4	OVCAR-3	NCI-H226	OVCAR-5	NCI-H23	SK-OV-3	NCI/ADR-RES
CCN(CC)CCCNc1ccc(N)cc1	106	143	119	113	112	108	101	101	114
O=C1CC(C2=CCCCC2)C(=O)O1 (stereo not given)	109	.	97	104	102	107	102	106	107
c1ccc(-c2oc3ncnc(NCCNc4ncnc5oc(-c6ccccc6)c(-c6ccccc6)c45)c3c2-c2ccccc2)cc1	110	100	93	.	90	96	94	95	102
Clc1ccc(Nc2cccc(-c3[nH]nc4ncccc34)c2)c(Br)c1	96	97	77	87	82	88	88	108	93
O=C1C=CC=C/C1=C\N(O)c1ccc(Cl)cc1	108	98	114	107	98	69	75	104	65

The list itself, repeating the preview:
SMILES	SN12C	IGROV1	OVCAR-4	OVCAR-3	NCI-H226	OVCAR-5	NCI-H23	SK-OV-3	NCI/ADR-RES
CCN(CC)CCCNc1ccc(N)cc1	106	143	119	113	112	108	101	101	114
O=C1CC(C2=CCCCC2)C(=O)O1 (stereo not given)	109	.	97	104	102	107	102	106	107
c1ccc(-c2oc3ncnc(NCCNc4ncnc5oc(-c6ccccc6)c(-c6ccccc6)c45)c3c2-c2ccccc2)cc1	110	100	93	.	90	96	94	95	102
Clc1ccc(Nc2cccc(-c3[nH]nc4ncccc34)c2)c(Br)c1	96	97	77	87	82	88	88	108	93
O=C1C=CC=C/C1=C\N(O)c1ccc(Cl)cc1	108	98	114	107	98	69	75	104	65
Cc1nc(Nc2ccc(OCc3c(-c4ccccc4)no[n+]3[O-])cc2)c2c(C)nn(-c3ccc(Br)cc3)c2n1	96	99	97	104	109	102	97	109	102
CCOC(=O)C1=C(C(C)=O)C(c2cccc([N+](=O)[O-])c2)C(C(C)=O)=C(C(=O)OCC)N1	97	114	104	107	98	102	95	99	97
COc1ccc(-c2nc(SCCCCCCC(=O)NO)[nH]c(=O)c2C#N)cc1	106	107	104	99	105	95	.	93	95
O=C1c2cccnc2C(=O)c2c1c(C(=O)NCCCN1CCCCC1)c1ccccn21	-65*	-43*	-88*	-35*	-40*	-0.4*	-36*	-16*	-15*
c1ccc(Nc2ccc(-c3ccc(Nc4ccccc4)cc3)cc2)cc1	99	117	108	107	109	100	94	102	103
COC(=O)C(CCC(=O)CCl)N1C(=O)c2ccccc2C1=O (stereo not given)	70	27	73	19	70	79	79	113	83
CCCCCNc1ccc(C)cc1	113	106	103	113	107	112	98	104	103
CCOC(=O)C1O[N+]([O-])=C(c2ccc(OC)cc2)C1c1cc(OC)cc(OC)c1 (stereo not given)	117	102	103	106	108	107	99	97	104
Cc1[nH]nc2ccc(-c3nc4cnc(N5CCN(C)CC5)cn4c3Nc3cccc(F)c3)cc12	74	90	71	79	67	69	84	70	88
O=C1/C=C(/c2cc3ccccc3o2)NCCNC1=O	104	68	95	111	102	99	96	100	97
Nc1nc(C(=O)O)cc(=O)[nH]1	100	84	192	104	94	83	97	97	98
CC1=CCc2ccccc21	88	89	.	106	95	102	98	101	98
CC(C)(C)n1nnnc1C(Nc1ccccc1)c1cc2cccc3ccc4cccc1c4c32 (stereo not given)	84	90	86	.	67	87	83	100	80
CCCCC1COc2cccc3c2N1C=C/C3=C\C(=O)N(C)c1ccccc1OC(F)(F)F (stereo not given)	94	101	69	73	103	113	98	109	92
COc1ccc(C2c3ccc4ccccc4c3Oc3nc(N)c(C#N)c(N)c32)cc1OC (stereo not given)	98	107	112	108	101	93	99	102	105
Cc1ccc(C2=Nc3ccc(Cl)cc3C3=NNCC(=O)NN23)cc1	103	95	100	106	98	98	96	111	104
CCN(CC)CCOC(=O)c1ccc(N=Nc2ccc(O)c(OC)c2)cc1	.	104	111	99	90	95	94	105	101
COc1nc(OC)nc(-c2cc(C(=O)c3ccc(Br)cc3)n3cc(C)cc(C)c23)n1	48	62	38	34	34	102	48	54	59
O=C(Nc1ccc(O)cc1)c1ccc(-n2c(=O)[nH]c3ccccc3c2=O)cc1	106	116	105	118	112	116	101	106	104
C/C(=C(\CNc1ccc(S(=O)(=O)c2ccc(N)cc2)cc1)C(=O)c1ccccc1)c1ccccc1	102	80	83	78	96	99	87	104	86
COc1ccc(C2=NN(C(=O)c3ccc(S(N)(=O)=O)cc3)C(c3cc(OC)c(OC)c(OC)c3)C2)cc1OC (stereo not given)	98	97	106	.	95	104	95	108	102
CCCNC(=O)c1ccc(Cl)cc1Cl	106	.	103	171	91	108	104	113	112
Cc1nnc(-c2ccc3c(c2)nc(-c2ccccc2)n3C2CCCCC2)o1	106	110	108	108	110	116	96	91	92
C/C=C(/C)C(=O)OC1C=C(CO)C(=O)C(OC(=O)/C(C)=C\C)C1C(C)C (stereo not given)	-57*	-77*	-49*	-89*	-0.6*	-77*	-66*	16	-6.3*
COc1ccccc1C(=O)Nc1cccc(NC(=O)c2ccccn2)c1	110	103	107	114	105	115	97	109	98

Single records, from the list above.
`O=C(Nc1ccc(O)cc1)c1ccc(-n2c(=O)[nH]c3ccccc3c2=O)cc1` across the screens: SN12C: 106; IGROV1: 116; OVCAR-4: 105; OVCAR-3: 118; NCI-H226: 112; OVCAR-5: 116; NCI-H23: 101; SK-OV-3: 106; NCI/ADR-RES: 104
`C/C=C(/C)C(=O)OC1C=C(CO)C(=O)C(OC(=O)/C(C)=C\C)C1C(C)C` (stereo not given) across the screens: SN12C: -57*; IGROV1: -77*; OVCAR-4: -49*; OVCAR-3: -89*; NCI-H226: -0.6*; OVCAR-5: -77*; NCI-H23: -66*; SK-OV-3: 16; NCI/ADR-RES: -6.3*

Following part
SMILES	SN12C	IGROV1	OVCAR-4	OVCAR-3	NCI-H226	OVCAR-5	NCI-H23	SK-OV-3	NCI/ADR-RES
Nc1ccc(N)c([N+](=O)[O-])c1	98	113	112	106	94	104	103	113	107
c1ccc(-c2onc3cc4c(cc23)OCCO4)cc1	94	100	93	98	91	94	94	108	95
C(=N\Nc1nnn(Cc2ccccc2)n1)/c1ccccc1	67	50	79	-38*	85	93	53	36	-0.2*
Cc1ccc(S(=O)(=O)Oc2ccc(C(C)(C)C)cc2)cc1	103	94	87	105	66	103	99	107	96
CS(=O)(=O)c1ccc(-c2nc3ccccn3c2-c2nc3ccc([N+](=O)[O-])cc3[nH]2)cc1	95	81	93	110	92	98	.	107	92
CCCCCCCCCCCCCCCCCC1=NC(CC)(CO)CO1 (stereo not given)	99	88	87	107	106	84	88	81	95
CCCCC(CC)COCCCN (stereo not given)	104	106	109	100	102	106	98	100	102
CO[C@]12C[C@@H](COC(=O)c3cncc(Br)c3)CN(C)[C@@H]1Cc1cn(C)c3cccc2c13	98	100	102	114	81	.	109	79	104
OCc1cn(-c2ccnc3ccccc23)nn1	102	100	109	.	93	101	100	106	101
O=S(=O)(Cc1ccc(Cl)cc1)c1ccc(Cl)cc1	95&112	77&109	93&105	92&118	95	97&103	96&110	90&114	63&106
CCN1CCN(c2cc(-c3cn[nH]c3-c3cc(C)cc(OC)c3)nc(-c3cccnc3)n2)CC1	85	84	94	68	100	124	94	116	91
CN1CCCC(Nc2ccncc2CO)C1 (stereo not given)	104	107	96	106	103	103	103	90	102
COc1ccc(NC2CC(=O)N(c3c(C)cc(C)cc3C)C2=O)c(OC)c1 (stereo not given)	103	98	99	115	102	97	102	111	101
CN(C)N=Nc1cccc([N+](=O)[O-])c1	84	77	91	96	77	101	59	94	87
CCCn1ccc(-n2nnc(-c3ccccc3)c2N)n1	102	106	90	106	111	101	103	99	105
COC1(c2ccccc2)CN(Cc2ccccc2)CC(c2ccccc2)O1 (stereo not given)	99	97	96	99	91	93	93	87	85
Cc1cc(-c2ccccc2)n(Cc2nnc(SCC(=O)Nc3ccc(S(N)(=O)=O)cc3)o2)n1	91	91	85	.	89	97	90	112	92
CCCCC1COc2cccc3c2N1C=C/C3=C\C(=O)N(C)c1cccc(Br)c1 (stereo not given)	96	90	83	97	.	101	97	.	98
O=C(Nc1c(Br)cc2c(c1Br)Cc1ccccc1-2)C(F)(F)F	103	112	91	102	86	96	79	96	101
COc1cc2nc(SCC(=O)NNC(=S)NC(=O)c3ccc(Br)cc3)n(-c3ccc(Cl)cc3)c(=O)c2cc1OC	99	107	96	108	103	114	105	114	86
CCCCCCCCCOC(=O)c1ccc(OC)cc1	100	106	105	102	76	97	96	96	102
COc1ccc(-c2nn(-c3ccccc3)cc2/C=C2\SC(N3CCN(c4ccccc4)CC3)=NC2=O)cc1	94	105	100	107	102	96	102	118	103
CC1=CC(=O)C(Sc2ccc(C)cc2)=CC1=O	85	116	.	109	93	102	95	97	109
CCN1C2CCC1/C(=C\c1ccc(F)cc1)C(=O)/C2=C/c1ccc(F)cc1	45	46	47	11	52	73	29	62	17
O=S(=O)(Nc1ccccn1)c1ccc(NC2Nc3nc4ccccc4nc3S2)cc1 (stereo not given)	97	99	114	107	.	100	99	.	105
Nc1nnc2cc(F)ccc2n1	89	102	115	96	96	98	91	92	103
O=C1C(c2nnc(-c3ccccc3)n2-c2cccc(Cl)c2)=C(O)c2ccccc21	81	110	107	106	95	107	90	100	91
CN(C)c1ccc(/C=C(\CC(=O)c2ccc(Cl)c(Cl)c2)C(=O)NCc2ccccc2)cc1	95	88	104	103	90	96	96	97	98
CCc1ccc(-n2cc(COc3ccc(CNC(=O)CCCC/C=C/C(C)C)cc3OC)nn2)cc1	87	103	89	101	77	112	90	102	88
N=c1c2c(N)n(-c3ccccc3)nc2nc2n1-c1ccccc1Sc1ccccc1-2	102	84	107	96	101	105	81	95	101
COc1cc(/C=C/C(=O)c2ccc(NC(=O)CSc3nnc(-c4ccccc4)n3-c3ccccc3)cc2)cc(OC)c1OC	102	103	115	104	96	122	94	111	102
O=C1C(C2=CCCCC2)CCCC1C1=CCCCC1 (stereo not given)	96	105	117	102	101	99	97	109	96
CC(=O)N1C(=S)NC(=O)C1Cn1c(-c2ccccc2)nc2ccccc21 (stereo not given)	99	92	102	101	94	103	95	94	102
Nc1c(C(=O)Nc2ccccc2)n(CCCN2CCOCC2)c2nc3c(cc12)CCCC3	101[8 µM]	107[8 µM]	112[8 µM]	103[8 µM]	91[8 µM]	106[8 µM]	96[8 µM]	98[8 µM]	98[8 µM]
COc1cc(/C=C/C(=O)N2CCN(C(=O)/C=C/c3ccc(F)cc3)CC2)cc(OC)c1OC	110	95	94	123	103	116	104	112	107
ClC1CCCCC12OCCO2 (stereo not given)	103	107	98	106	100	103	106	102	107
Cc1ccccc1OCc1nnc(-c2ccc(Oc3ccc(Cl)cc3Cl)cc2)o1	101	.	104	99	93	106	100	103	96
CC(C)(C)c1cc(/C=N/NC(=O)c2ccccc2NC(=O)c2ccco2)c(O)c(C(C)(C)C)c1	60	43	32	35	61	69	77	43	51
Cc1cc([N+](=O)[O-])cc(C)c1OC(=O)c1ccc(N=C(N)N)cc1	82	72	65	92	86	85	81	82	98

Exported with two lines to a compound: part of the list above
Each structure is followed by: SN12C | IGROV1 | OVCAR-4 | OVCAR-3 | NCI-H226 | OVCAR-5 | NCI-H23 | SK-OV-3 | NCI/ADR-RES
- Nc1nc(C(=O)O)cc(=O)[nH]1
→ 100 | 84 | 192 | 104 | 94 | 83 | 97 | 97 | 98
- CC1=CCc2ccccc21
→ 88 | 89 | . | 106 | 95 | 102 | 98 | 101 | 98
- CC(C)(C)n1nnnc1C(Nc1ccccc1)c1cc2cccc3ccc4cccc1c4c32 (stereo not given)
→ 84 | 90 | 86 | . | 67 | 87 | 83 | 100 | 80
- CCCCC1COc2cccc3c2N1C=C/C3=C\C(=O)N(C)c1ccccc1OC(F)(F)F (stereo not given)
→ 94 | 101 | 69 | 73 | 103 | 113 | 98 | 109 | 92
